GAA glycogen mod – GAA glycogen-cleavage inhibition or activation. P10253. recombinant GAA, glycogen substrate, Amplex Red glucose oxidase fluorescence. Potency, µM (doses to about 76.4 µM), for the others: top-dose activity change, negative = inhibition, hits mostly inhibitors. hit rate 0.38% among 300,000. AID 2100;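 further: 0% = full enzyme reaction and -100% = no-enzyme basal signal; the screen sought inhibitors and activators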
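Recombinant human alpha-glucosidase (4 nM final) hydrolysed bovine liver glycogen (30 ug) for 40 min at 37 C in pH 5.0 citrate/phosphate with 0.01% Tween-20. Released glucose detected by glucose oxidase/Amplex Red, Ex 573/Em 610 nm. Compounds up to 77 uM; AC50 from Hill fits.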
Epigenetic reg – epigenetic control regulation, reporter derepression. murine LDR cells, GFP reporter derepression, 30 h. Potency, µM (doses to about 53.9 µM), without a hit: at the top dose GFP activation, actives largely listed as activators. hit rate 0.2% among 280,000; further: % of control where 0% means no effect; nearly all actives have a fitted effect of over 60% in size
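Murine LDR cells bearing a silenced CMV-driven GFP reporter were exposed to compound for 30 h at 37 C. After PBS washes, GFP-positive cells (20-120 um objects) counted by laser-scanning microplate cytometry.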
GAA inhib – blocks human lysosomal alpha-glucosidase; P10253; AID 1466; purified human GAA, 4-MU-alpha-glucoside fluorescence; Potency, µM (doses to about 76.9 µM), for inactives: top-dose activity change, negative = inhibition, actives largely listed as inhibitors; hit rate 0.005% among 200,000;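 further: plate controls were uninhibited enzyme wells for no effect and no-enzyme background for full effect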
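Activity normalized between no-enzyme (basal) and enzyme-only wells. Conditions: 4 nM human enzyme, 400 uM fluorogenic substrate, citrate/phosphate pH 5.0 with Tween-20, 20 min room temperature, compounds up to 77 uM.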
GAA spleen mod – inhibits or activates alpha-glucosidase in human spleen homogenate; P10253; human spleen homogenate, 4-MU-alpha-glucoside fluorescence; Potency, µM (top dose mostly 79.9 µM), inactives show top-dose activity change, negative = inhibition, usual class: inhibitors; AID 2112; hit rate 0.006% among 240,000;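 further: 0% = enzyme with vehicle and -100% = no enzyme basal signal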
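Compounds were titrated against alpha-glucosidase in spleen homogenate at pH 5.0, with 1 mM 4-methylumbelliferyl substrate for 40 min at 37 C. Reactions were quenched with pH 10 NaOH/glycine and fluorescence measured.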
Tau fluor counter – counter-screen for tau fibril formation inhibitors | hit rate 0.93% among 280,000 | tau K18 P301L Alexa594 fluorescence, heparin fibrillization | Potency, µM (titrated, usually from 57.7 µM), inactives show at the top dose activity change, negative = decrease; further: on the % scale 0 is the no-effect control and ±100 the full control effect; nearly all actives have a fitted effect of over 55% in size
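Human tau K18 P301L (15 uM unlabeled, 0.24 uM Alexa 594-labeled) in 100 mM sodium acetate pH 7 with 20 uM heparin, 6 hr at 37 C. ThT 30 uM added, 1 hr ambient; Alexa 594 FP and total fluorescence read at 555/632 nm.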
ALDH1A1 block – blocks purified human ALDH1A1 activity | AID 1030 | Purified ALDH1A1, NADH fluorescence, propionaldehyde substrate | hit rate 7.3% among 220,000 | P00352 | Potency, µM (series often up to 75.3 µM), without a hit: at the top dose activity, negative = inhibition, usual class: inhibitors; active means well fitted inhibition curve with a large enough effect, not every such curve was filed as active; inconclusive means small, poorly fitted or top-dose-only effect, or another doubt; inactive means no such curve, though single readings can be large or run the other way;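 further: plate controls were no enzyme wells and a reference inhibitor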
aGal spleen mod – inhibitors or activators of human alpha-galactosidase in spleen homogenate; P06280; Potency, µM (doses to about 80 µM), inactives show at the top dose activity change, negative = inhibition, hits mostly inhibitors; hit rate 0.008% among 240,000; AID 2107; human spleen homogenate, 4MU-alpha-Gal fluorescence, 40 min;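 further: 0% = enzyme with vehicle and -100% = no enzyme basal signal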
Target sequence (P06280 32-429 limits assumed): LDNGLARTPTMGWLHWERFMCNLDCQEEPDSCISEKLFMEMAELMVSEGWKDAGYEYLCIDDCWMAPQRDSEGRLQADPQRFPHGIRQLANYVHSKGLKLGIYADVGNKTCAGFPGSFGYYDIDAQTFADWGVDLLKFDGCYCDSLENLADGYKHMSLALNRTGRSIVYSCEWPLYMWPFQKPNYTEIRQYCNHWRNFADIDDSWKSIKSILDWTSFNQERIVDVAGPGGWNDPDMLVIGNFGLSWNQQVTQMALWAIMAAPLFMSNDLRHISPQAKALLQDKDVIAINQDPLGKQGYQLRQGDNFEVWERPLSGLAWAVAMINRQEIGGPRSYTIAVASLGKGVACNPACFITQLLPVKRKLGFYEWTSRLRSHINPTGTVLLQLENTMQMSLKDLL
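qHTS titration in buffer at pH 5.0. Alpha-galactosidase activity in spleen homogenate was measured via 4-methylumbelliferone release from 1 mM fluorogenic substrate after 40 min at 37C and a pH 10 stop. AC50 came from Hill fits of control-normalized data.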
NPSR antag – antagonists of human neuropeptide S receptor cAMP signaling; Q6W5P4; CHO-NPSR cells, cAMP TR-FRET, antagonist mode; Potency, µM (top dose mostly 38.3 µM), inactives show at the highest dose activity change, negative = inhibition, most hits filed as inhibitors; hit rate 1% among 220,000; further: on the % scale 0 is the no-effect control and ±100 the full control effect; nearly all actives have a fitted effect of over 50% in size; many of its hits are not listed in these tables
Target sequence (Q6W5P4 whole entry, looked up): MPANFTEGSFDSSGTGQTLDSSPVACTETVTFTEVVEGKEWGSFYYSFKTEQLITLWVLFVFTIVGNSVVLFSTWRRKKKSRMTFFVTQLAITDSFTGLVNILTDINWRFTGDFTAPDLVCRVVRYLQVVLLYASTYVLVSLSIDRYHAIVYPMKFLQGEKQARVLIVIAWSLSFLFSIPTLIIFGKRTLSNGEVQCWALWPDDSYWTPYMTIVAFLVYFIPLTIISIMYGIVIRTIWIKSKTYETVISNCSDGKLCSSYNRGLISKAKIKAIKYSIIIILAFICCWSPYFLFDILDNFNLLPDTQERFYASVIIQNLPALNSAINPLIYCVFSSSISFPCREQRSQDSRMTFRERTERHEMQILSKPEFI
* marks the source's active call; other numbers are inactive results; ? = inconclusive; . = no result given; [ ] = remark or other dose. Unless noted, the call rests on the fitted dose curve; in most records, active means well fitted curve in the direction sought with a large enough effect; inconclusive means small, poorly fitted or top-dose-only effect, or another doubt; inactive means no such curve, though single readings can be large; an effect the other way counts as inactive or inconclusive. Potency means the concentration at half of the fitted maximal effect. This is a subset; the hit share may differ from the screen's.

SMILES | GAA glycogen mod | Epigenetic reg | GAA inhib | GAA spleen mod | Tau fluor counter | ALDH1A1 block | aGal spleen mod | NPSR antag
O=C(c1cc2nc(-c3ccccc3)cc(-c3ccccc3)n2n1)N1CCCC1 | 3% | -0.4% | 0% | -2% | -26% | ? | -6% | -39%
O=C(CSCc1ccccc1)N1CCN(c2cccc(C(F)(F)F)c2)CC1 | 2% | 1.6% | -13% | 1% | -27% | ? | 4% | -15%[46.1 µM]
CCN(CCCNC(=O)CN1C(=O)COc2ccccc21)c1cccc(C)c1 | -11% | -6.0% | -4% | -6% | -26% | 1% | 2% | -18%[46.1 µM]
O=C(NC1CCCCC1)c1cc2ccccc2cc1O | -2% | -1.4% | . | -1% | ? | . | 1% | -10%[7.67 µM]
COc1cc(C2CC(=O)NC3=C2C(=O)CC(C)(C)C3)cc(OC)c1O (stereo unspecified) | ? | -0.4% | 3% | -8% | 0% | 18% | -6% | -9%[46.1 µM]
Fc1ccccc1NC(=S)N1CCN(C/C=C/c2ccccc2)CC1 | 0% | -1.8% | -4% | -4% | -9% | 2% | -4% | 2%
Cc1ccccc1OCC(=O)OCC(=O)c1ccc(-c2ccccc2)cc1 | -3% | 0.0% | -6% | -10% | -8% | 6% | 4% | 12%
CCn1ccc(C(=O)Nc2c(C)nn(Cc3c(F)c(F)c(F)c(F)c3F)c2C)n1 | 1% | -6.9% | -3% | -12% | 12% | 1% | 2% | 10%
O=[N+]([O-])c1ccc(Oc2cccc(Br)c2)c2ccncc12 | 5% | -1.0% | -5% | 6% | ? | ? | 5% | -16%[46.1 µM]
CC(C)CNc1ncnc2c1sc1nc(N3CCOCC3)c3c(c12)CC(C)(C)OC3 | 0% | -1.1% | 3% | -9% | -8% | -3% | -3% | ?
CC1(C)Cc2c(ccc3ccccc23)C(=O)N1 | 9% | -3.4% | -6% | -9% | 4% | ? | -8% | -1%[46.1 µM]
Cc1ncc(N=Nc2ccccc2Cl)c(-c2ccccc2)n1 | 2% | 0.0% | 1% | -8% | ? | -1% | -8% | -27%[46.1 µM]
Cn1c(SCC(=O)N2CCCCC2)nnc1-c1ccc(S(=O)(=O)N2CCOCC2)cc1 | -4% | 0.0% | 2% | 1% | -6% | ? | 8% | -11%[46.1 µM]
Cc1c(Cl)cccc1NC(=O)CSCC(N)=O | 0% | 0.0% | 1% | -9% | 3% | 1% | -3% | 1%[46.1 µM]
Cc1ccn(C(=O)c2ccc(NC(=O)C3CCCCC3)cc2)n1 | -7% | 0.0% | -2% | 0% | -4% | -2% | 3% | -1%[46.1 µM]
CCOC(=O)c1sc(NC(=O)C2CC2)cc1C | 1% | -1.0% | 5% | 2% | -7% | -4% | 11% | 11%[46.1 µM]
COCCNCC(O)CON=C1c2ccccc2-c2ccccc21 (stereo unspecified) | 1% | 4.5% | -5% | . | -8% | -8% | 12% | 3%
Cc1[nH]c2ccc(F)cc2c1CCN(Cc1cccnc1)C(=S)Nc1cccc(F)c1 | 0% | 2.6% | -3% | 2% | ? | -6% | -2% | 10µM*
CCOC(=O)N1CCN(C(=O)C(=O)Nc2ccc3nc4n(c(=O)c3c2)CCCCC4)CC1 | -4% | -1.3% | -4% | 2% | 0% | ? | -8% | -3%[46.1 µM]
CC1CC(C)CN(S(=O)(=O)c2ccc(NC(=S)NC(=O)c3ccccc3)cc2)C1 (stereo unspecified) | 13% | -0.9% | -3% | 10% | 10% | -4% | 10% | -9%
O=C(/C=C/c1ccc([N+](=O)[O-])cc1)N(c1ccccn1)C1CCCCC1 | 3% | -2.7% | 1% | -2% | -25% | 13µM* | -2% | -25%
CCCCNC(=O)c1cc(C)no1 | 3% | 3.5% | 3% | 0% | -5% | 8% | -3% | 17%
O=C(CS(=O)(=O)c1ccc(C(F)(F)F)cn1)NNC(=O)c1ccccc1 | -2% | -1.0% | . | 4% | 6% | . | 8% | -24%
CCn1c2ccccc2c2cc(NC(=O)c3cccc([N+](=O)[O-])c3C)ccc21 | 7% | -1.5% | -1% | -2% | ? | 2% | 2% | -9%
COC(=O)c1ccc(C2c3c(oc4ccccc4c3=O)C(=O)N2CCCN2CCOCC2)cc1 (stereo unspecified) | -8% | 0.8% | -5%[15.4 µM] | -4% | 2% | ? | -11% | -3%[46.1 µM]

Record cards (already shown). Order of values: GAA glycogen mod	Epigenetic reg	GAA inhib	GAA spleen mod	Tau fluor counter	ALDH1A1 block	aGal spleen mod	NPSR antag
COCCNCC(O)CON=C1c2ccccc2-c2ccccc21 (stereo unspecified) is entered as 1%	4.5%	-5%	.	-8%	-8%	12%	3%
Fc1ccccc1NC(=S)N1CCN(C/C=C/c2ccccc2)CC1 is entered as 0%	-1.8%	-4%	-4%	-9%	2%	-4%	2%
Cn1c(SCC(=O)N2CCCCC2)nnc1-c1ccc(S(=O)(=O)N2CCOCC2)cc1 is entered as -4%	0.0%	2%	1%	-6%	?	8%	-11%[46.1 µM]
Cc1[nH]c2ccc(F)cc2c1CCN(Cc1cccnc1)C(=S)Nc1cccc(F)c1 is entered as 0%	2.6%	-3%	2%	?	-6%	-2%	10µM*

Among those listed so far, two have two or more sulfur atoms:
SMILES | GAA glycogen mod | Epigenetic reg | GAA inhib | GAA spleen mod | Tau fluor counter | ALDH1A1 block | aGal spleen mod | NPSR antag
Cn1c(SCC(=O)N2CCCCC2)nnc1-c1ccc(S(=O)(=O)N2CCOCC2)cc1 | -4% | 0.0% | 2% | 1% | -6% | ? | 8% | -11%[46.1 µM]
CC1CC(C)CN(S(=O)(=O)c2ccc(NC(=S)NC(=O)c3ccccc3)cc2)C1 (stereo unspecified) | 13% | -0.9% | -3% | 10% | 10% | -4% | 10% | -9%

Back to the main list, repeating the 2 entries before the break.
SMILES | GAA glycogen mod | Epigenetic reg | GAA inhib | GAA spleen mod | Tau fluor counter | ALDH1A1 block | aGal spleen mod | NPSR antag
CCn1c2ccccc2c2cc(NC(=O)c3cccc([N+](=O)[O-])c3C)ccc21 | 7% | -1.5% | -1% | -2% | ? | 2% | 2% | -9%
COC(=O)c1ccc(C2c3c(oc4ccccc4c3=O)C(=O)N2CCCN2CCOCC2)cc1 (stereo unspecified) | -8% | 0.8% | -5%[15.4 µM] | -4% | 2% | ? | -11% | -3%[46.1 µM]
COCCNC(=O)CSCc1cc(C)cc(C)c1 | 3% | -2.6% | -4% | -1% | 2% | 2% | -8% | 10%
O=S(=O)(CCc1ccncc1)C1Cc2cccc3cccc1c23 (stereo unspecified) | -1% | 1.9% | . | 3% | 3% | . | 8% | 6%
CCN(CC)c1ccc(/C=C2\NC(=O)NC2=O)cc1 | -7% | 1.0% | 2% | -12% | ? | 3% | -7% | -23%
Cc1ccc(-c2nc(SCC(=O)Nc3ccccc3OC(F)F)c3c(C)c(C(=O)O)sc3n2)cc1 | 3% | 1.1% | . | 7% | 0% | . | 18% | -46%
Cc1ccsc1/C=C1/C(=O)NN(c2ccccc2)C1=O | -9% | 0.1% | ? | 1% | -29% | ? | -15% | -36%
COc1ccc2c(c1)c(CC(=O)Nc1cc(C)ccc1C)c(C)n2C(=O)c1ccc(Cl)cc1 | 7% | 2.1% | 3% | 3% | -14% | 18% | 2% | -25%
Oc1c(C(c2ccccn2)N2CCCCC2)cc(Cl)c2cccnc12 (stereo unspecified) | -18% | ? | 2% | -5% | -18% | ? | -8% | -56%
CC(=O)c1c(C)[nH]c(C(=O)Nc2nc(C)cs2)c1C | 8% | 0.1% | 4% | -8% | 0% | 8% | 3% | -9%
CCN(CCNC(=O)C1=C(C)C(=O)OC12CCC(C)CC2)c1ccccc1 (stereo unspecified) | 2% | -2.8% | . | -8% | ? | . | 9% | -10%
O=C(CCc1ccc(S(=O)(=O)N2CCOCC2)cc1)Oc1ccccc1 | 0% | -1.0% | ? | -3% | -13% | 4% | 3% | -6%[46.1 µM]
COc1ccc(Nc2nc(N/N=C/c3ccc(N(C)C)cc3)nc(C)c2[N+](=O)[O-])cc1 | 3% | 6.3% | 2% | -3% | 11µM*[quencher] | 7.9µM* | -6% | 18%
CC1=NNC(=O)C1C(c1ccc(Cl)cc1)C(C#N)C#N (stereo unspecified) | -23% | 1.1% | . | -8% | -13% | . | 16% | -9%
CC(C)c1nnc(NC(=O)CN(C)S(=O)(=O)c2ccc3c(c2)OCCO3)s1 | 2% | -2.3% | -3% | -7% | 1% | ? | 0% | -9%[46.1 µM]
NS(=O)(=O)c1ccc(NC(=O)/C=C/c2cn(-c3ccccc3)nc2-c2cccc(Cl)c2)cc1 | -2% | -2.5% | -4% | 0% | 6% | ? | 4% | -50%
COc1ccc(C(=O)NNC(=S)NC(=O)c2cccnc2)cc1 | 40µM* | -0.4% | 4% | -3% | -10% | ? | 1% | 3%
CCOC(=O)c1cnc(-n2cc(C)cn2)nc1NCc1ccc2c(c1)OCO2 | 1% | 0.0% | 7% | 0% | -3% | ? | 5% | ?
COc1ccc(-n2c(Cc3cccn3C)nnc2SCC(=O)NCc2ccccc2Cl)cc1 | 1% | -1.0% | -5% | -22% | -10% | ? | -3% | -16%
Cc1cccc(Nc2nc3ccccc3n3nnnc23)c1 | -8% | 17% | 15% | 5% | -14% | ? | 2% | 9%
COC(=O)Cn1c2ccc(OC)cc2c2nc(C)sc21 | -3% | 0.0% | -3%[15.4 µM] | 2% | -17% | 5% | 2% | -11%
O=C(C1=C[C@H](C2CCCCC2)C[C@H](OCCCCO)O1)N1CCN(Cc2ccccc2)CC1 | -8% | -3.0% | . | -13% | 5% | 14µM* | 7% | 54%
CCOc1ccc(/C=C2\SC(=S)N(C(C(=O)O)c3ccccc3)C2=O)cc1OC (stereo unspecified) | 0% | 11% | . | -13% | -3% | . | -20% | -26%
O=C(COc1ccc2ccccc2c1)N1CCN(C(=O)c2ccco2)CC1 | 3% | -1.5% | 1% | 2% | -10% | ? | ? | 8%
CCCCc1ccc(NC(=O)COc2ccc(C(=O)Nc3ccccc3OCC)cc2)cc1 | 7% | 1.0% | 3% | -7% | -11% | -1% | -5% | -14%
Cc1ccccc1NC(=O)Cc1nnc(NC(=O)Nc2ccccc2F)s1 | 3% | 2.4% | . | 4% | 2% | . | 0% | 9%
O=C(O)CCCNC(=O)/C(=C\c1ccccc1F)NC(=O)c1ccccc1 | 8% | -0.4% | 1% | 8% | -2% | 4% | -4% | 10%

Source: PubChem (National Center for Advancing Translational Sciences (NCATS))
